High-throughput results (PubChem)
EphB4 ephrin blk: blocks human EphB4 binding to ephrin-B2; EphB4 LBD / TNYL-RAW-Alexa532 peptide, fluorescence polarization; 0.15% of 97,000 active; P54760; AID 720; inhibition, % at 7 µM;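 active means inhibition above the screen-wide mean inhibition plus 3 SD, cut at about 15% in these data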;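 further: 0% = DMSO wells and 100% = excess unlabeled TNYL-RAW peptide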
PLK1 inh: inhibitors of human PLK1 kinase | recombinant PLK1 kinase, TR-FRET peptide phosphorylation | 0.53% of 97,000 active | AID 619 | inhibition, % at 10 µM | P53350;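 active means inhibition of 50% or more in the single-concentration screen; inactive means inhibition below 50%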;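 further: 0% = DMSO max control and 100% = H-89 dihydrochloride min control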
CYP2C19 inh: human CYP2C19 inhibition; P33261; CYP2C19 Supersomes, luciferin-H EGE luminescence, 30 min; inhibition, % at 5 µM; 21% of 96,000 active;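 active means CYP2C19 inhibition above a set limit at 5 µM in the primary screen, cut at about 50% in these data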;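 further: plate controls were negative control wells for no effect and 2.5 mM tranylcypromine positive control for full effect; values of inactives mirror those of a sister screen read the other way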
HIV Rev-RRE inh: HIV Rev-RRE protein-RNA interaction inhibition; P05866; Rev peptide-RRE RNA binding, FRET; 0.79% of 97,000 active; inhibition, % at 8 µM;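 active means inhibition above the screen-wide mean plus 3 SD, cut at about 35% in these data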;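 further: 0% = median DMSO wells and 100% = median Neomycin B control wells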
Target sequence (P05866 whole entry, looked up): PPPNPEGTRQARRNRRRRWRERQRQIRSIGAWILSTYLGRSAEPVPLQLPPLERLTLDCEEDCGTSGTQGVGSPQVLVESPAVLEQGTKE
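Test system: Cy5-tagged RRE RNA duplex with fluorescein-tagged Rev peptide | Read-out: % inhibition of FRET ratio versus controls | Probe or stimulus: Labelled Rev peptide | Incubation: 5 min RNA-compound premix plus 15 min binding step, 25 °C | Technique: FRET fluorescence readout | Benchmarks: DMSO low control, neomycin B high control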
CYP2C19 activ: increases human CYP2C19 enzyme activity; P33261; recombinant CYP2C19, luciferin-H EGE luminescence; stronger effect = higher value; 0 = fully inhibited enzyme, 1 = untreated enzyme; activation factor at 5 µM; 96,000 tested, under 10 active; AID 1025;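 active means activation factor of at least 2 at 5 µM in the primary screen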;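 further: 0 = wells with 2.5 mM tranylcypromine and 1 = vehicle-only wells; values of inactives mirror those of a sister screen read the other way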
CYP2C9 activ: activators of human CYP2C9 | recombinant CYP2C9, luciferin-H conversion, luminescence; stronger effect = higher value; factor 1 = untreated enzyme, 0 = blocked | activation factor at 5 µM | 1.4% of 96,000 active;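 active means activation factor of 2 or more for CYP2C9 at a 5 µM dose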;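 further: 0 = sulfaphenazole-blocked wells and 1 = vehicle-only wells; values of inactives mirror those of a sister screen read the other way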
CYP2C9 inh: blocks human cytochrome P450 2C9; P11712; CYP2C9 Supersomes, luciferin-H conversion, luminescence; inhibition, % at 5 µM; 20% of 96,000 active; AID 777;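 active means blocking of liver enzyme CYP2C9 beyond about 50% at 5 µM, limit read from the data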; further: values of inactives mirror those of a sister screen read the other way
PLK1 PBD inh: inhibitors of human Plk1 polo box domain binding; P53350; Plk1 PBD phosphopeptide binding, fluorescence polarization; inhibition, %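 (tested at about 20 µM)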; 0.13% of 97,000 active; AID 693; in the data active means inhibition above about 34%, passing the limit was not always enough
PLAP act: activators of human placental alkaline phosphatase; P05187; purified PLAP enzyme, luminescent substrate read-out; stronger effect = higher value; activation fold at 20 µM; 1.2% of 96,000 active; AID 696; in the data active means activation fold above about 2
Target sequence (P05187 whole entry, looked up): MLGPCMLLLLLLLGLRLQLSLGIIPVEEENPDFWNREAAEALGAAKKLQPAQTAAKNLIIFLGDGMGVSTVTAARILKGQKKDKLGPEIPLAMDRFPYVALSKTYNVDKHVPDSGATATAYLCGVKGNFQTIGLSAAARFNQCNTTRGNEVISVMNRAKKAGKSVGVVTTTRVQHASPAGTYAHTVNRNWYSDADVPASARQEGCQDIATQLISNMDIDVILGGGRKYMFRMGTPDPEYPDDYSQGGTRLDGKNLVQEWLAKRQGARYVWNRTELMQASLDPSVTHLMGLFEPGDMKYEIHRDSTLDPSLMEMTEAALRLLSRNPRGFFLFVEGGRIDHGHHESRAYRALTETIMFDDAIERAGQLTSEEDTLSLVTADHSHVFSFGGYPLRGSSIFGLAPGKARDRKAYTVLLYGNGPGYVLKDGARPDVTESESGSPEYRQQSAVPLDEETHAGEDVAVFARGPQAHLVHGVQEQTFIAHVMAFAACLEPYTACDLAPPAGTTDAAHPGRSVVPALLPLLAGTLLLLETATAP
An asterisk follows results filed as active; . = not tested or not shown.

entry	smiles	PLK1 PBD inh	CYP2C19 inh	PLK1 inh	PLAP act	CYP2C19 activ
1	CCOC(=O)C1CCN(C(=O)CNS(=O)(=O)c2ccc(Br)s2)CC1	-19.5	5.8	-2.9	1.1	0.9
2	COc1ccc(OC)c(CN2CCCC(CO)C2)c1 (stereo unspecified)	1.0	-9.8	-1.2	1.2	1.1
3	CC(C)(C)NS(=O)(=O)c1ccc(CCC(=O)NCc2ccc3c(c2)OCO3)cc1	-15.4	.	-12.9	.	.
4	COc1nc(NCCC2=CCCCC2)nc(OC)n1	-13.5	16.7	1.5	1	0.8
5	CCC(NS(=O)(=O)c1ccc(C)cc1)C(=O)O (stereo unspecified)	-19.2	-17.1	3.4	0.9	1.2
6	CC(=O)C1C(c2ccncc2)NC(=O)NC1(O)C(F)(F)F (stereo unspecified)	-15.2	.	-11.1	.	.
7	COC(=O)C(NC(=O)c1ccccc1)c1ccccc1 (stereo unspecified)	-3.1	32.9	9.7	0.9	0.7
8	O=C(NCc1ccco1)Nc1ccccc1Cl	1.5	47.4	-3.6	0.8	0.5
9	c1cn2c(NC3CCCC3)c(-c3ccc(N4CCOCC4)cc3)nc2cn1	0.3	95.1*	-7.2	1.4	0
10	Nc1nnc(COc2cccc(C(F)(F)F)c2)s1	.	63.9*	.	0.9	0.4
11	Cn1c(=O)oc2cc(S(=O)(=O)NCCC(=O)NCCc3ccc(Cl)cc3)ccc21	.	49.7	.	0.9	0.5
12	CCOC(=O)C1CCN(C(=O)CN(C)S(=O)(=O)c2cc(C)ccc2OC)CC1	5.5	44.7	-11.2	1.6	0.6
13	C/C(=N\NC(=O)c1csc(C)c1C)c1ccco1	-4.0	.	-10.8	.	.
14	O=C(N1CCOCC1)C(F)(F)C(=O)N1CCOCC1	-8.8	-3.2	12.3	1.1	1
15	c1ccc(Cn2c(CNc3nc4ccccc4n3CCN3CCCCC3)nc3ccccc32)cc1	-7.3	.	-7.6	.	.

entry	CYP2C9 activ	EphB4 ephrin blk	HIV Rev-RRE inh	CYP2C9 inh
1	0.8	-7.0	-2.4	18.7
2	1.1	-0.2	5.6	-8.4
3	.	-3.7	5.1	.
4	0.8	4.8	5.5	19.7
5	1.1	0.5	5.3	-12.5
6	.	5.2	9.6	.
7	0.9	1.0	7.9	10.0
8	1	-2.2	-5.7	3.4
9	0	.	.	97.6*
10	1	.	.	0.2
11	0.8	.	.	21.7
12	0.5	1.1	-3.1	54.2*
13	.	4.0	6.7	.
14	0.9	-3.3	3.8	10.5
15	.	1.2	6.3	.

(next part)
entry	smiles	PLK1 PBD inh	CYP2C19 inh	PLK1 inh	PLAP act	CYP2C19 activ
16	Cc1ccccc1/C=c1\s/c(=C\C(=O)C(C)(C)C)[nH]c1=O	-16.0	0.7	0.2	0.9	1
17	Cc1ccc(C2CC(c3cccc(Br)c3)n3nc(N)nc3N2)cc1 (stereo unspecified)	.	21.7	.	1.2	0.8
18	CCNc1nnc(CSc2nc3ccccc3s2)s1	-1.6	.	-8.1	.	.
19	Cc1cc2ncn(CC(O)COC3CCCCC3)c2cc1C (stereo unspecified)	-15.4	64.3*	-12.9	1.5	0.4
20	O=C(CN1CCN(Cc2ccc3c(c2)OCO3)CC1)N1CCc2[nH]c3ccc(F)cc3c2C1	-15.4	84.5*	-9.7	1.6	0.2
21	Cn1c(=O)[nH]c2cc(Cl)cnc21	-15.4	-6.2	-5.4	1	1.1
22	CCC(C)NC(=O)c1c(F)c(F)c(F)c(F)c1F (stereo unspecified)	-13.8	.	-6.3	.	.
23	O=C(Cn1c(CO)nc2ccccc21)Nc1cc(C(F)(F)F)ccc1N1CCOCC1	-1.3	38.5	6.1	1.1	0.6
24	CC(C)OCCCNC(=O)CNC(=O)c1cccs1	3.0	14.0	6.3	1	0.9
25	O=C(NC1CCCCNC1=O)c1ccc(Cl)cc1 (stereo unspecified)	-2.5	-13.6	-8.8	1.1	1.1
26	CC(=O)c1cccc(NC(=O)CC2Oc3ccc(C)cc3NC2=O)c1 (stereo unspecified)	-6.1	25.1	-0.2	0.8	0.7
27	COc1cc(C=O)ccc1OCCOCCOc1ccccc1Cl	-10.1	27.9	-0.3	1	0.7
28	O=C(/C(=C/c1ccc(Cl)cc1)c1nc2ccccc2[nH]1)c1ccccc1	-17.1	11.3	-4.0	0.9	0.9
29	C=CCNc1ccc(F)c(F)c1N1CCCCCC1=O	0.7	15.4	-6.6	1.2	0.8
30	COc1ccc(OC)c(C(=O)CN2CCN(S(=O)(=O)c3ccc(Br)cc3)CC2)c1	.	83.3*	.	1.6	0.2

entry	CYP2C9 activ	EphB4 ephrin blk	HIV Rev-RRE inh	CYP2C9 inh
16	0.9	-1.1	6.6	9.4
17	0.9	.	.	5.1
18	.	-1.5	-5.9	.
19	0.1	-5.5	8.1	86.0*
20	0.2	-8.4	7.2	75.7*
21	0.7	2.8	28.8	28.4
22	.	-4.0	5.0	.
23	0.5	2.4	11.0	52.8*
24	0.9	-0.1	9.2	10.8
25	0.5	7.5	8.4	52.1*
26	0.8	5.7	3.9	24.3
27	0.7	-6.4	3.2	28.0
28	0.9	1.8	8.7	14.9
29	1.6	-4.6	8.1	-60.2
30	0.4	.	.	58.5*

A few values from above.
In PLK1 inh, Cn1c(=O)[nH]c2cc(Cl)cnc21 has -5.4
In CYP2C9 inh, Cc1ccc(C2CC(c3cccc(Br)c3)n3nc(N)nc3N2)cc1 (stereo unspecified) has 5.1
In PLAP act, O=C(Cn1c(CO)nc2ccccc21)Nc1cc(C(F)(F)F)ccc1N1CCOCC1 has 1.1
In CYP2C19 inh, CC(C)OCCCNC(=O)CNC(=O)c1cccs1 has 14.0

Profiles as entered above. Order of screens: PLK1 PBD inh | CYP2C19 inh | PLK1 inh | PLAP act | CYP2C19 activ | CYP2C9 activ | EphB4 ephrin blk | HIV Rev-RRE inh | CYP2C9 inh
Entry for Cn1c(=O)[nH]c2cc(Cl)cnc21 → -15.4 | -6.2 | -5.4 | 1 | 1.1 | 0.7 | 2.8 | 28.8 | 28.4
Entry for O=C(Cn1c(CO)nc2ccccc21)Nc1cc(C(F)(F)F)ccc1N1CCOCC1 → -1.3 | 38.5 | 6.1 | 1.1 | 0.6 | 0.5 | 2.4 | 11.0 | 52.8*

Additional compounds:
entry	smiles	PLK1 PBD inh	CYP2C19 inh	PLK1 inh	PLAP act	CYP2C19 activ
31	CCS(=O)(=O)NCCc1csc(-c2ccccc2)n1	-4.9	72.8*	-2.1	0.9	0.3
32	Cc1ccc(N2OC3C(=O)NC(=O)C3C2c2ccco2)cc1 (stereo unspecified)	.	19.5	.	1.1	0.8
33	Cc1ccc(OCc2nnc(SCc3nc4ccccc4[nH]3)n2Cc2ccco2)cc1	0.3	19.2	1.1	1.9	0.8
34	Cc1cc(SCC(=O)c2cc3ccccc3o2)nc2ccccc12	-24.2	28.2	-5.9	1.2	0.7
35	CN(CC(=O)N1CCc2ccccc21)S(=O)(=O)c1cccs1	13.6	89.1*	-9.4	1	0.1
36	COc1cc(-c2nnc(COc3ccc(Cl)cc3C)o2)cc(OC)c1OC	6.9	15.4	2.8	0.8	0.8
37	Cc1cc(C)nc(N2CCCC(C(=O)NCC(c3ccccc3)c3ccccc3)C2)n1 (stereo unspecified)	22.7	.	-5.9	.	.
38	CCN(C(=O)c1cc(Cl)ccc1OC)c1ccccc1	-14.2	72.5*	-2.7	1.1	0.3
39	Cc1cc(=S)cc(C)n1CCCn1ccnc1	.	-8.1	.	0.9	1.1
40	CC1=Nn2c(nnc2-c2ccccc2)SC1	-3.6	-2.0	-4.2	1	1
41	Cn1c(N)c(C(=O)COC(=O)C2CCCCC2)c(=O)n(C)c1=O	-6.6	10.6	-11.0	0.9	0.9
42	CC(=O)Nc1cccc(OCC(=O)NS(=O)(=O)c2ccc(C)cc2)c1	-11.6	-14.1	-3.3	1.2	1.1
43	O=C(COC(=O)c1ccc2c(c1)OCO2)NC1CCS(=O)(=O)C1 (stereo unspecified)	.	-9.1	.	0.9	1.1
44	CC1CC(c2ccccc2)n2nc(N3C(=O)c4ccccc4C3=O)nc2N1 (stereo unspecified)	1.7	5.2	0.3	0.9	0.9
45	CCn1c(SCC(=O)Nc2nccs2)nnc1-c1cc2cccc(OC)c2o1	10.7	3.8	-4.2	0.9	1

entry	CYP2C9 activ	EphB4 ephrin blk	HIV Rev-RRE inh	CYP2C9 inh
31	0.9	6.4	6.5	13.2
32	1	.	.	0.5
33	0.4	-6.4	8.1	64.7*
34	1	-1.8	45.9*	0.4
35	3*	2.5	5.0	-199.4
36	0.8	-1.9	8.7	17.4
37	.	5.2	5.1	.
38	0.6	-0.4	4.5	44.9
39	1	.	.	2.2
40	1	-4.7	2.3	-4.9
41	1	-0.9	7.0	-3.7
42	1.1	-0.3	7.3	-6.5
43	1.1	.	.	-11.9
44	1	-0.8	2.3	3.9
45	1.3	-3.3	-1.4	-27.2

Remaining list, next part.
entry	smiles	PLK1 PBD inh	CYP2C19 inh	PLK1 inh	PLAP act	CYP2C19 activ
46	COc1ccccc1N1CCN(C(=O)C2CCN(S(=O)(=O)c3ccc(Cl)cc3)CC2)CC1	-21.6	20.2	-2.6	1.5	0.8
47	O=C(COc1cc(O)c2c(=O)cc(-c3ccccc3)oc2c1)c1ccccc1	18.9	31.7	-20.6	1	0.7
48	Cc1cc(NC(=O)c2cccc(N3C(=O)CCC3=O)c2)no1	15.1	3.0	-3.5	0.9	1
49	Cc1ccc(C)c(N2CCN(C(=O)C3CCCN(S(=O)(=O)c4c(C)noc4C)C3)CC2)c1 (stereo unspecified)	.	73.7*	.	1.4	0.3
50	NS(=O)(=O)c1ccc(S(=O)(=O)N2CCCC2)cc1	-4.3	4.7	-4.8	1	1
51	CCOC(=O)C1C(=O)C=C(N2CCOCC2)CC1c1cccc(OC)c1 (stereo unspecified)	4.7	-14.0	0.5	1.3	1.1
52	CCOC(=O)C1CCCN(CC(=O)NC2CC2)C1 (stereo unspecified)	.	-1.4	.	0.9	1
53	CCS(=O)(=O)NCCCCc1ccccc1	4.0	60.2*	-7.8	0.7	0.4
54	Cc1cc(=O)oc2cc(NC(=O)C3COc4ccccc4O3)ccc12 (stereo unspecified)	-8.1	10.1	-11.2	0.4	0.9
55	Cc1nc(-c2ccccc2)sc1C(=O)CSc1ccc(F)cc1	-13.8	64.2*	-6.1	1.2	0.4
56	COc1ccc(/C=N/NC(=O)c2cc(-c3ccccc3OC)nc3ccccc23)cc1COC(C)=O	-8.5	44.3	-6.5	1	0.6
57	COc1ccc(S(=O)(=O)N(C)CC(=O)Nc2ccccc2SC)cc1	6.4	98.0*	-14.6	1.1	0
58	COc1ccc(OC)c(S(=O)(=O)N2CCN(c3c(C)cccc3C)CC2)c1	-17.7	50.5*	-8.8	1.4	0.5
59	COc1ccc(OCCNc2cc(N3CCOCC3)ccc2[N+](=O)[O-])cc1	-13.5	44.7	20.0	0.9	0.6
60	N#C/C(=C\c1cccc2ccccc12)c1nn(-c2ccccc2)c(N)c1C#N	-5.7	.	-1.1	.	.

entry	CYP2C9 activ	EphB4 ephrin blk	HIV Rev-RRE inh	CYP2C9 inh
46	0.8	6.2	0.8	20.9
47	0.4	-6.0	5.6	59.1*
48	1	-1.2	6.0	3.5
49	0.1	.	.	92.6*
50	1	9.7	7.2	0.5
51	1.1	5.7	6.4	-12.6
52	1	.	.	-4.3
53	0.8	-2.3	2.2	19.4
54	1.1	-9.6	-0.2	-9.4
55	0.1	0.6	15.6	86.5*
56	0.3	6.0	-6.0	71.6*
57	1.1	-3.4	5.5	-6.6
58	0	0.8	11.7	97.7*
59	0.4	-0.6	4.7	62.9*
60	.	-5.5	9.9	.
